# Bioassay records deposited in PubChem BioAssay by National Center for Advancing Translational Sciences (NCATS).
# GRP78 ERSR act – qHTS for Inducers of the Endoplasmic Reticulum Stress Response (ERSR) in Human Glioma: qHTS. Potency, µM, without a hit: top-dose activation, actives largely listed as activators. actives 0.02% (n = 420,000). U87-MG GRP78 promoter luciferase reporter, 16 h; further: potency means the concentration at half of the fitted maximal effect; series mostly up to about 76 µM; % of control where 0% means no effect; nearly all actives have a fitted effect of over 35% in size
#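 Stably transfected U87-MG human glioma cells carrying a GRP78-based luminescent sensor were seeded at 1000 cells/well, pin-dosed with compounds and incubated 16 h. Luciferase reagent was then added, and end-point luminescence was read after 10 min at room temperature.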
# POLI inh – qHTS for Inhibitors of Polymerase Iota. actives 1% (n = 390,000). Pol iota fluorescent replication assay, 10 min. DNA polymerase iota (Homo sapiens), Q9UNA4. Potency, µM (top dose mostly 115 µM), for the others: at the top dose activity, negative = inhibition, usual class: inhibitors; further: potency means the concentration at half of the fitted maximal effect
# Target sequence (Q9UNA4 whole entry, looked up): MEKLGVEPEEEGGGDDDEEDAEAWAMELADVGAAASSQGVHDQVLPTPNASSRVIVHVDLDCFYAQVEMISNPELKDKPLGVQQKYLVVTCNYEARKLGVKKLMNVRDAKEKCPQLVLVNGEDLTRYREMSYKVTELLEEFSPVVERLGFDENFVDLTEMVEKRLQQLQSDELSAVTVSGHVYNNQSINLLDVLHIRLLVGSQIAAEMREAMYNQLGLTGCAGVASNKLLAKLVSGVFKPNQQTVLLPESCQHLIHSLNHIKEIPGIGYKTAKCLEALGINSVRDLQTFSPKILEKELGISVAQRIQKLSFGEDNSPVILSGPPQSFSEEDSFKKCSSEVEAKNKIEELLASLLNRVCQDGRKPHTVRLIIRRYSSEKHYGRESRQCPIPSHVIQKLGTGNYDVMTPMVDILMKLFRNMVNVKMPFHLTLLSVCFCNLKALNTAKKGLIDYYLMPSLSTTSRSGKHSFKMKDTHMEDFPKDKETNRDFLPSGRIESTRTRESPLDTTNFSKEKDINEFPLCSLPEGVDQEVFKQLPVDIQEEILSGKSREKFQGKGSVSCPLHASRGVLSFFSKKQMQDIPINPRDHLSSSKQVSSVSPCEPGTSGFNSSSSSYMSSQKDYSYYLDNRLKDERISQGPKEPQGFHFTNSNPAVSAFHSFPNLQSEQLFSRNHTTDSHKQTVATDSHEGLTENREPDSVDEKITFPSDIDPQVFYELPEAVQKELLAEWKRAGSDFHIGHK
#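 Pol iota at 10 nM preincubated 15 min with compounds at room temperature; reaction started with fluorescent substrate, 50 nM final. Fluorescence read kinetically at 0 and 10 min; buffer-only wells as negative control.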
# POLK inh – qHTS for Inhibitors of Polymerase Kappa | purified Pol kappa, fluorescent DNA synthesis assay, 10 min | Potency, µM (highest dose often 107 µM), for inactives: top-dose activity, negative = inhibition, hits mostly inhibitors | actives 0.53% (n = 400,000); further: potency means the concentration at half of the fitted maximal effect; on the % scale 0 is the no-effect control and ±100 the full control effect
#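 Kinetic fluorescence readout at 0 and 10 min followed reaction start with substrate at 50 nM final. Beforehand, enzyme (10 nM Pol kappa) stood 15 min with compound at room temperature; buffer-only wells were negative controls.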
# POLH inh – qHTS for Inhibitors of Polymerase Eta | recombinant Pol eta, fluorescent DNA replication assay | actives 1.2% (n = 390,000) | Potency, µM (series often up to 114 µM), inactives show at the highest dose activity change, negative = inhibition, actives largely listed as inhibitors | DNA polymerase eta (Homo sapiens), Q9Y253; further: potency means the concentration at half of the fitted maximal effect; on the % scale 0 is the no-effect control and ±100 the full control effect
#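 Pol eta (10 nM) was preincubated with compounds for 15 min at room temperature, after which fluorescent replication substrate (50 nM final) was added to start the reaction. Fluorescence was read kinetically at 0 and 10 min.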
# Anesthetic bind – qHTS Assay for Identification of Novel General Anesthetics. Ferritin light chain (Equus caballus), P02791. apoferritin/1-aminoanthracene competitive binding, fluorescence. Potency, µM (series often up to 77.5 µM), without a hit: at the top dose activity change, negative = displacement, most hits filed as inhibitors. actives 0.074% (n = 350,000). AID 485281, 2010; further: potency means the concentration at half of the fitted maximal effect; on the % scale 0 is the no-effect control and ±100 the full control effect; nearly all actives have a fitted effect of over 20% in size
# Target sequence (P02791 2-175 limits assumed): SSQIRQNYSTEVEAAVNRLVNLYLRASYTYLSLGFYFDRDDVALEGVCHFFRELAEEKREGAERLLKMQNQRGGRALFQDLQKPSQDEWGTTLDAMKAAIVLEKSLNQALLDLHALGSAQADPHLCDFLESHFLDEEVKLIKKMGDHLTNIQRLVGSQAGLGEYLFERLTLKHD
#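 Probe: 1-aminoanthracene (50% saturated, PBS). Protein: horse-spleen apoferritin, 10 uM. Incubation: 10 min, room temperature. Detection: 380 nm excitation, 535 nm emission. Analysis: normalized response, four-parameter Hill.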
# APE1 inh – qHTS Assay for Inhibitors of the Human Apurinic/apyrimidinic Endonuclease 1 (APE1) | Potency, µM (top dose mostly 65.8 µM), for inactives: at the highest dose activity change, negative = inhibition, most hits filed as inhibitors | recombinant APE1, TAMRA/BHQ-2 abasic DNA cleavage fluorescence | AID 2517, 2012 | DNA repair nuclease/redox regulator APEX1 (Homo sapiens), P27695 | actives 0.35% (n = 350,000);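 further: potency means the concentration at half of the fitted maximal effect; plate controls were vehicle for no effect and reference inhibitor for full effect; nearly all actives have a fitted effect of over 55% in size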
#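 Endonuclease cleavage of a quenched abasic-site DNA duplex (50 nM) by APE1 (0.75 nM) was tracked by TAMRA dequenching. Compounds were preincubated with enzyme 15 min at room temperature; data normalized to buffer-only and DMSO wells plus NSC13755 control.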
# POLB inh – qHTS Assay for Inhibitors of DNA Polymerase Beta; Pol beta primer extension/strand displacement, fluorescence kinetic; Potency, µM (doses to about 114 µM), for the others: at the top dose activity change, negative = inhibition, actives largely listed as inhibitors; actives 1.3% (n = 340,000); further: potency means the concentration at half of the fitted maximal effect; on the % scale 0 is the no-effect control and ±100 the full control effect
#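 Values derive from four-parameter Hill fits of normalized kinetic data: reads at 0 and 10 min following addition of 50 nM substrate to 10 nM Pol beta preincubated 15 min with compound.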
# LDHA inh – qHTS assay for inhibitors of human lactate dehydrogenase; L-lactate dehydrogenase A chain (Homo sapiens), P00338; purified LDHA, NADH/diaphorase-resazurin fluorescence; stronger effect = lower value; activity change, % (values are at about 110 or 230 µM); actives 0.15% (n = 480,000); AID 1347041, 2019; in the data active means activity change below about -30%; inconclusive means mostly about -25% to -30%;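 further: plate controls were DMSO wells for no effect and wells without enzyme for full effect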
#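 Human LDH5 at 2 nM final in Tris HCl pH 7.4 with 0.06 mM NADH and 0.2 mM pyruvate, reacted 5 minutes at room temperature. Remaining NADH coupled via diaphorase/resazurin; resorufin fluorescence read at 0 and 20 minutes, normalized to enzyme-free and DMSO wells.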
# BLM helicase inh – qHTS Assay for Inhibitors of Bloom's syndrome helicase (BLM). recombinant BLM DNA unwinding, fluorescence dequenching. Potency, µM (highest dose often 56.1 µM), for the others: at the highest dose activity change, negative = inhibition, most hits filed as inhibitors. actives 0.2% (n = 350,000). AID 2528, 2010;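 further: potency means the concentration at half of the fitted maximal effect; plate controls were vehicle for no effect and no enzyme for full effect; nearly all actives have a fitted effect of over 35% in size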
# * hit, by the source's call; ? = inconclusive; . = not tested or not shown; & = joins results of further samples; [ ] = dose if it differs, or a comment. Unless noted, the call rests on the fitted dose curve; in most records, active means well fitted curve in the direction sought with a large enough effect; inconclusive means small, poorly fitted or top-dose-only effect, or another doubt; inactive means no such curve, though single readings can be large; an effect the other way counts as inactive or inconclusive.
mol,Anesthetic bind,APE1 inh,LDHA inh,POLI inh,BLM helicase inh,POLB inh,POLH inh,POLK inh,GRP78 ERSR act
O=C(NCc1ccccc1)c1cc(-c2ccncc2)nc2ccccc12,-12%,59%,1,9%,-4%,1%,1%,-5%,0%
COc1ccc(S(=O)(=O)Nc2cccc3c2O[C@H](CN(C)CC2CCCCC2)[C@@H](C)CN([C@H](C)CO)C3=O)cc1,.,14%,0,30%[activator],.,.,-9%,3%,-3%
CCC(C(=O)Nc1ccc(C(=O)OC)cc1)n1nc(-c2ccc(C)c(C)c2)ccc1=O (configuration not stated),63%[activator],.,-8,-6%,-7%,?,-10%,-4%,-6%
COc1ccc(NC(=O)CSc2nc(N)c3cc4c(nc3n2)CC(C)(C)OC4)cc1,4%,-3%,-11,-20%,0%,5%,-4%,3%,-7%
CCOc1cccc(C(=O)N2CCCCC2c2cccnc2)c1 (configuration not stated),-11%,-2%,-5,10%,2%,2%,6%,-10%,-3%
CCOC(OCC)c1cn(Cc2ccc3c(c2)C(=O)c2ccccc2C3=O)nn1,?,-6%,.,.,1%,2%,.,.,.
CC(=O)Nc1ccccc1NC(=O)c1cc(C)cc(C)c1,-7%,6%,-6,131%[activator],0%,27%,-9%,-4%,2%
O=C(/C=C/c1cccs1)N1CCC2(CC1)Oc1ccc(Cl)cc1C(=O)C21CC(c2cccnc2)=NO1 (configuration not stated),8%,11%,-1,?,-8%,0%,-17%,12%,-3%
Cc1cc(C)c(NC(=O)c2ccoc2C)c(C)c1,-13%,18%,-2,3%,-2%,17%,6%,-4%,0%
COc1ccccc1-c1nnc(SCC(=O)NC2CCCCC2)n1N,.,5%,-2,65%[activator],.,.,-12%,-14%,0%
Cc1[nH]c2ccccc2c1C(=O)C(=O)NC1CC(=O)N(c2cccc(F)c2)C1 (configuration not stated),-1%,.,-1,16%,-1%,-23%,-24%,-2%[60.1 µM],-4%
CN(C)CCC(=O)NCC1OCCc2ccccc21 (configuration not stated),-8%,10%,-7,8%,2%,21%,3%,-6%,-3%
COc1cccc(-c2nc(NCc3ccccc3OC)c3ccccc3n2)c1,.,14%,.,.,-8%,.,.,8%[60.1 µM],-3%
Cc1ccc(-n2c(N)cc(=O)nc2SCC(=O)N2CCN(c3ccccc3)CC2)cc1,-5%,2%,-4,38%[activator],0%,34%,-18%,-1%,-3%
CC(Sc1nnc(-c2cccnc2)n1-c1ccccc1)C(=O)NCc1ccc2c(c1)OCO2 (configuration not stated),-3%,-3%,1,3%,2%,-2%,12%,-4%,3%
CCOC(=O)N1CCN(C(=O)C(=O)Nc2sc3c(c2C(N)=O)CC(C)(C)OC3)CC1,-3%,25%,0,6%,1%,6%,-18%,6%,-4%
COc1ccc(C(C)C)cc1S(=O)(=O)N1CCN(C)CC1,-6%,1%,-14,7%,0%,49%,8%,-13%,-2%
Cc1noc(-c2ccc(-c3noc(-c4ccc([N+](=O)[O-])c(C)c4)n3)cc2)n1,-1%,.,0,-4%,-1%,-21%,-9%,-6%[60.1 µM],-4%
N#Cc1c(NC(=O)CN2CCOCC2)oc(-c2ccccc2)c1-c1ccccc1,-16%,14%,1,5%,-7%,2%,-19%,1%,-5%
CCOc1ccc(NC(=O)COc2ccc(OC)cc2)cc1,-7%,0%,-2,-18%,-9%,-11%,-10%,-8%,-4%
O=C(CCCSc1nc2ccccc2[nH]1)Nc1nnc(-c2ccccc2)o1,-9%,16%,2,6%,-3%,15%,-11%,-2%,-3%
COC(=O)c1cc(NC(=O)c2cccc([N+](=O)[O-])c2C)ccc1Cl,-15%,-4%,-4,?,-16%,2%,-18%,-10%,-3%
COc1ccc(-c2cc(C(=O)N3CCc4ccccc4C3)no2)cc1OC,0%,-5%,4,26%,-13%,?,-20%,0%,5%
CCc1ccc(C2N(c3ccc(OC)cc3)C(=O)C3CCCN32)cc1 (configuration not stated),-5%,?,-9,11%,-3%,0%,-14%,0%,-2%
CCC(C)(C(=O)NC1CCCC1)N(Cc1ccco1)C(=O)c1ccc2c(c1)OCO2 (configuration not stated),-11%,5%,-3,3%,-3%,3%,-12%,-17%,0%
COc1ccccc1CNC(=O)C(C)NS(=O)(=O)c1ccc(Br)cc1 (configuration not stated),-8%,-1%,-3,9%,-2%,18%,-3%,-2%,-1%
COc1cc(C)c2c(=O)cc(-c3ccccc3)oc2c1,-24%,-2%,.,.,-2%,.,.,-9%[60.1 µM],?
O=C(Cn1cc2c(n1)CCCC2)N1CCCc2ccccc21,6%,-3%,2,-9%,0%,-15%,-10%,-21%,2%
O=C(CSc1nc2[nH]ncc2c(=O)[nH]1)Nc1ccc(F)cc1,.,5%,3,27%,.,.,-14%,0%,-1%
CC(C)COc1ccc(S(=O)(=O)NNC(=O)c2cc3ccccc3o2)cc1,-21%,13%,-2,-9%,-7%,9%,-24%,-5%,-4%
COc1ccc(COC(=O)N/N=C/c2cccs2)cc1,-19%,9%,-8,-6%,-3%,2%,-3%,-1%,3%
Cc1ccc(S(=O)(=O)N2CCOCC2)cc1NC(=O)CSCc1c(C)noc1C,.,43%,-2,-6%,.,.,-14%,9%,-5%
COc1ccccc1CNS(=O)(=O)CCNCc1ccco1,.,.,-9,15%,.,.,-16%,6%,-3%
CCOc1ccc(S(=O)(=O)NCc2ccccc2OC)cc1,?,0%,-3,-11%,1%,3%,-6%,-17%,-1%
Cc1cc(C)nc(NC(=O)CSc2nccc(C)n2)n1,-1%,1%,3,-21%,4%,51%,-13%,8%,1%
Nc1c(N2CCCC2)cc(Cl)c2nonc12,-5%,?,1,1.6µM*,?,?,22µM*,?,1%
Cc1cccc(NC(=O)c2nc[nH]c2C(=O)N[C@@H](CC(C)C)C(=O)OCc2ccccc2)c1,-18%,0%,1,6%,-18%,18%,-29%,3%,8%
CC(c1ccccc1)C1CC(=O)N(c2ccc(C(=O)O)cc2)C1=O (configuration not stated),7%,15%,-1,1%,3%,-12%,8%,-4%,-2%
COc1ccc(Cl)cc1NC(=O)CSc1nnc(C2CC2)n1C,0%,-21%,-5,189%[activator],-7%,19%,-9%,0%,1%
Cc1cccc(N2CCN(C(=O)Cn3ncc4c5ccccc5n(C)c4c3=O)CC2C)c1 (configuration not stated),-14%,.,-3,22%,-2%,2%,-11%,-6%,-3%
COc1cccc(C(=O)CSc2nnc(-c3cc(OC)cc(OC)c3)o2)c1,-5%,-7%,-6,9%,1%,29%,-6%,-7%,-4%
Cc1cc(C)n(C(=O)CSc2nnc(SCC(=O)n3nc(C)cc3C)s2)n1,-4%,-2%,-6,4%,0%,7%,-13%,-2%,-3%
Cc1ccc(-c2nc3cnccn3c2Nc2ccccc2)o1,152%[activator],10%,-2,27%,-4%,11%,-21%,2%,1%
O=C1NC(c2ccc(Br)cc2)Nc2sc3c(c21)CCC3 (configuration not stated),-20%,-3%,4,?,-11%,?,?,?,2%
Fc1ccc(CNCc2ccccc2Cl)cc1,?,-1%,-21,57%[activator],-6%,0%,-20%,-10%,-3%
CCOC(=O)N1CCc2c(sc3c2c(=O)n(CCc2ccccc2)c(=O)n3Cc2c(F)cccc2Cl)C1,-9%,.,-3,39%[activator],-6%,6%,-14%,-2%,-2%
Cc1ccc(-n2c(CCc3ccccc3)n[nH]c2=S)cc1C,-20%,21%,-8,98%[activator],-12%,0%,8%,-7%,-3%
COc1cc(-c2nnc(SCC(=O)N3CCCc4ccccc43)o2)cc(OC)c1OC,-8%,.,-4,25%,-1%,9%,-14%,15%,-1%
COC(=O)c1ccc(/C=N/Nc2nc(N3CCCCC3)nc(N3CCCCC3)n2)cc1,-2%,1%,-3,77%[activator],-6%,3%,-9%,-8%,-6%
COC(=O)c1cccc(NS(=O)(=O)c2ccc(OC)c(OC)c2)c1C,-8%,1%,-3,11%[58.9 µM],-1%,-1%,-9%,1%,-1%

# More results follow:
mol,Anesthetic bind,APE1 inh,LDHA inh,POLI inh,BLM helicase inh,POLB inh,POLH inh,POLK inh,GRP78 ERSR act
O=C(CSc1nc2c(c(=O)n1-c1ccc(Cl)cc1)SCC2)NCC1CCCO1 (configuration not stated),-14%,1%,-7,19%,1%,2%,-4%,-5%,-3%
COc1ccccc1OCc1ccc(C(=O)Nc2ccc(Cl)cn2)o1,-24%,-9%,-4,17%,-3%,2%,-19%,1%,-2%
C#CCOCCOCCOCCNc1nc(N2CCN(C(=O)CCCCCCCCCCNC(=O)[C@H](CO)n3cc(CCCSC)nn3)CC2)nc(N2CCN(C(=O)CCCCCCCCCCNC(=O)[C@H](CCCCN)n3cc(CCO)nn3)CC2)n1,.,-33%,2,?,.,.,?,-3%,-1%
CC(=O)NC(C)c1cc(Cl)c2cccnc2c1O (configuration not stated),.,-12%&15%,13,-1%,.,.,-9%,-11%,-1%

# 3 entries already listed, ordered by the value under POLH inh, highest first.
Compound	POLH inh
O=C(CSc1nc2c(c(=O)n1-c1ccc(Cl)cc1)SCC2)NCC1CCCO1 (configuration not stated)	-4%
CC(=O)NC(C)c1cc(Cl)c2cccnc2c1O (configuration not stated)	-9%
COc1ccccc1OCc1ccc(C(=O)Nc2ccc(Cl)cn2)o1	-19%

# Not all compounds are listed (hit frequency here may not be typical).
